Diaph inh CS: inhibits diaphorase or chemically oxidizes, flagging diaphorase assay artifacts. diaphorase resazurin-to-resorufin fluorescence, NADH, 16 min; bacterial (C. kluyveri) enzyme, not human. inhibition, % at 20 µM. 190,000 compounds, 0.69% hits;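 active = primary screen inhibition at 20 µM above a set limit, cut at about 50% in these data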;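 also: plate controls were DMSO with full reaction for no effect and wells lacking NADH for full effect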
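Assay system: diaphorase enzyme from Clostridium kluyveri; Input: enzyme working solution with 0.14 U/mL diaphorase; Timing: 16 min at room temperature; Technique: resorufin fluorescence, excitation 544 nm, emission 590 nm; Benchmarks: positive control minus NADH, DMSO neutral control.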
TNAP inh noacc: blocks human TNAP activity with no phosphate acceptor present; P05186; 200,000 compounds, 0.26% hits; inhibition, % at 20 µM; purified TNAP, CDP-star luminescence, 30 min;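 active = tissue-nonspecific alkaline phosphatase inhibition above about 50% at 20 µM in the single-dose screen, limit read from the data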;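 also: 0% = DMSO negative control and 100% = EDTA positive control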
G6PDH counter: counter-screen for G6PDH assay hits: L. mesenteroides G6PDH inhibition; 200,000 compounds, 0.12% hits; inhibition, % at 5 µM; Purified L. mesenteroides G6PDH, diaphorase/resazurin coupled fluorescence, 45 min; AID 1020; in the data active = inhibition above about 50%
PMI act hi M6P: activators of human phosphomannose isomerase at near-saturating mannose 6-phosphate | P34949 | coupled PMI enzyme assay, resazurin fluorescence, 20 min; active compounds read high; 1 = untreated enzyme, 0 = substrate-free blank | activation factor at 20 µM | 190,000 compounds, 0.34% hits | AID 1216;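 active = activation factor of 2 or more at 20 µM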
Target sequence (P34949 whole entry, looked up): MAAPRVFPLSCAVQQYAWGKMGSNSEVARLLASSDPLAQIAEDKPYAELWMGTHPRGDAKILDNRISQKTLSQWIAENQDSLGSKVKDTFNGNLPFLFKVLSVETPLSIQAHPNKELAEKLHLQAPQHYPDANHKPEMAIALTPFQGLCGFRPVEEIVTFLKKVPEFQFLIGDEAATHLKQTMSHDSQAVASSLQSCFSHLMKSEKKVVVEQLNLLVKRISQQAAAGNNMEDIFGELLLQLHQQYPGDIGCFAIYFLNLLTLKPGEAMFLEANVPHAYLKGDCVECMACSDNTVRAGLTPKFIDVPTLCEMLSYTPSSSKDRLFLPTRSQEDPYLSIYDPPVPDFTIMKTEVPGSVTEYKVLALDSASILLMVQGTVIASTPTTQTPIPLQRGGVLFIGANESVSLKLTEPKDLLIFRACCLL
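Test system: human phosphomannose isomerase with PGI, G6PDH, diaphorase coupling enzymes / Doses: 20 µM compound, 1% DMSO / Times: enzyme reaction with compound 20 min at room temperature / Measured by: Diaphorase-driven resazurin-to-resorufin fluorescence, excitation 544, emission 590 nm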
TNAP inh hiacc: inhibitors of human TNAP at high phosphate acceptor concentration | P05186 | inhibition, % at 20 µM | 200,000 compounds, 0.03% hits | purified TNAP, CDP-star luminescence, 1 M DEA;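 active = over 50% inhibition of tissue-nonspecific alkaline phosphatase at 20 µM in the single-dose screen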;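 also: plate controls were DMSO wells for no effect and EDTA-quenched wells as full inhibition for full effect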
Diaph act CS: counter-screen for diaphorase-based assays: diaphorase activators and chemical reducers; 190,000 compounds, 0.005% hits; AID 1229; activation factor at 20 µM; Diaphorase/resazurin coupled assay, resorufin fluorescence, 16 min; active compounds read high; 1 = vehicle wells, 0 = NADH-free wells;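 active = diaphorase activity raised at least twofold by the compound at 20 µM; inactive = activation factor below 2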
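Assay system: bacterial diaphorase enzyme (C. kluyveri) / Input: enzyme 0.07 U/mL final / Medium: 50 mM HEPES pH 7.4 with 4.542 mM MgCl2, 0.005% Tween 20 / Doses: single compound dose of 20 µM, 1% DMSO final / Incubation: 16 min enzyme reaction, ambient temperature / Signal: fluorescence, excitation 544 nm and emission 590 nm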
FLuc stim CS: affects firefly luciferase, flagging false hits in luciferase stimulation screens | ATPlite luciferase biochemical, luminescence, 10 min; 0 = ATP-free wells, 1 = DMSO control | activation factor at 10 µM | 200,000 tested, under 10 active;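 active = luciferase activation factor, scaled between plate controls, of at least 2 with compound at 10 µM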
Target sequence (P08659 whole entry, looked up): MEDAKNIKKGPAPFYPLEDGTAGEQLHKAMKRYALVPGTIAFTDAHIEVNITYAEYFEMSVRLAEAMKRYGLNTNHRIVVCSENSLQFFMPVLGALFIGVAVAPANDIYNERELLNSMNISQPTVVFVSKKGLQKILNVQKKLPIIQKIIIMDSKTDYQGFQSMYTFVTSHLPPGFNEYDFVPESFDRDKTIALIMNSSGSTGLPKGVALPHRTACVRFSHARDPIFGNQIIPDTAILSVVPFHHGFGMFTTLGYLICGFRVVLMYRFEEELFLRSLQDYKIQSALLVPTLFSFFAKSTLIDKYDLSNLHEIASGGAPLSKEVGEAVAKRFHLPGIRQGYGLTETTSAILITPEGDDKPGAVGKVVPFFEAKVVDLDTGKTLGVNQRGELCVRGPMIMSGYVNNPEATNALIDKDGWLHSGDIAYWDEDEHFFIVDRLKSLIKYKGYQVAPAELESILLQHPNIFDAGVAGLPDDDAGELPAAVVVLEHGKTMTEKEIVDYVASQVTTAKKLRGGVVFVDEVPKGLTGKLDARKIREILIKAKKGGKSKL
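System: luciferase plus luciferin reagent, cell-free; medium: PBS as buffer for the ATP substrate; dosing: test compounds dosed from 2 mM stocks in 100% DMSO; timing: 10 min post-reagent at room temperature; measured by: luminescence measurement of luciferase light output; evaluation: luciferase activation, seen as luminescence increase over controls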
HMGR II inh: inhibitors of class II HMG-CoA reductase from Enterococcus faecalis; purified E. faecalis HMGR, NADPH absorbance 340 nm kinetic; inhibition, % at 10 µM; 190,000 compounds, 0.41% hits;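 active = inhibition above a set limit, the median over all tested compounds plus 3 SD, cut at about 9.5% in these data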;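 also: enzyme runs in reverse so mevalonate oxidation gives rising NADPH absorbance; 0% = complete reaction with DMSO and 100% = background rate lacking mevalonate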
PMI act: increases human mannose-6-phosphate isomerase activity; activation factor at 20 µM; P34949; purified human PMI, coupled resazurin fluorescence, 20 min; active compounds read high; 1 = vehicle control, 0 substrate-free wells; 190,000 compounds, 0.005% hits; AID 1214;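 active = activation factor of 2 or more at 20 µM, relative to plate controls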
TNAP act hiacc: increases human TNAP activity under high phosphate acceptor concentration | P05186 | purified TNAP, CDP-star luminescence, 1 M DEA, 30 min; active compounds read high; 0 = EDTA background, 1 = DMSO-only activity | activation factor at 20 µM | 200,000 tested, under 10 active;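 active = activation factor at least 2 at 20 µM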
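Measured by: Luminescent substrate turnover signal | Test system: Human TNAP | Input: TNAP 1/800 final | Dosing: 20 µM single point | Schedule: 30 min, room temperature | Controls: EDTA wells as negative control, DMSO wells as positive control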
Active calls of the source: *; / = no result given.

SMILES	Diaph inh CS	TNAP inh noacc	G6PDH counter	PMI act hi M6P	TNAP inh hiacc	Diaph act CS	FLuc stim CS	HMGR II inh	PMI act	TNAP act hiacc
Cc1cc(C)c(NC(=O)CS)c(Cl)c1	-13	29	-1	1.1	0	1.1	1	1	1.1	1
CCOC(=O)/C(=C\c1cccnc1)C(=O)c1cc(C(C)=O)c(Nc2ccccc2)s1	34	-5	1	0.9	-4	0.7	1.1	-2	0.9	1
CCC(=O)Nc1cc(ON=C(C)C)cc([N+](=O)[O-])c1	6	-10	-1	0.9	-4	0.9	1.1	0	1	1
Cc1[nH]c2ccccc2c1C(=O)C(=O)NCCCn1ccnc1	-30	-5	8	1.1	-5	1.3	1	2	1.1	1.1
CC(=O)C1=C(O)C(=O)N(CCCn2ccnc2)C1c1ccc(C)cc1 (stereo unspecified)	6	-3	-3	1	-3	0.9	1.1	1	1	1
Cc1onc(-c2ccccc2)c1C(=O)N/N=C/C(Br)=C/c1ccccc1	28	0	-1	0.8	-2	0.7	1	0	0.8	1
CCCCOc1ncnc2c1[nH]c1ccccc12	8	-9	5	0.9	-2	0.9	0.9	-5	1.1	1
CCCCN(C)CCCNC(=O)c1ccc2c(c1)NC(=O)C(N1CCOCC1)S2 (stereo unspecified)	-2	-10	2	1	-1	1	1	-3	0.9	1
C=CCn1c(SCCC(=O)O)nnc1-c1cccs1	-3	5	2	1.2	-2	1	1	-2	1.1	1
Cc1ccc(S(=O)(=O)Nc2ccc(-c3nc4cc(NS(=O)(=O)c5ccc(C)cc5)ccc4o3)cc2)cc1	2	16	8	1	-8	1	1	-3	1.1	1.1
O=[N+]([O-])c1ccc(N2CCOCC2)c(S(=O)(=O)N2CCOCC2)c1	17	-15	2	0.8	-4	0.8	1.1	-2	0.9	1
COc1ccc(OCCNC(=O)CSc2ccc(C(F)(F)F)cc2[N+](=O)[O-])cc1	11	-7	8	0.9	6	0.9	1	-1	0.8	0.9
COc1ccc(C(=O)N=c2sc3ccccc3n2C)cc1OC	5	-8	8	1	-7	1	0.9	-3	0.9	1.1
C=CCNC(=O)/C(C#N)=C/c1ccc(OS(=O)(=O)c2ccc(C)cc2)c(OC)c1	20	-3	-6	0.9	-5	0.8	1.1	1	0.9	1.1
Cc1ccc(CSc2nnc(-c3ccncc3)o2)c(C)c1	4	-9	-9	1	-2	1	1	1	1	1
C(=N\N1CCN(c2ccccn2)CC1)/c1ccco1	5	24	4	0.6	-1	1	0.9	3	0.9	1
Oc1ccc(CNc2ccccc2O)cc1	26	14	45	0.8	9	0.7	1	-4	0.8	0.9
COc1ccc(-c2noc(CN(C(=O)c3c(-c4ccccc4Cl)noc3C)C(C)C)n2)cc1	31	-4	10	0.8	-5	0.7	1	-3	0.7	1.1
O=C(c1cnn2c(C(F)(F)F)cc(-c3ccco3)nc12)N1CCCc2ccccc21	25	-5	-2	0.9	-1	0.8	1.1	-1	0.9	1
CNc1nc(OCC#N)nc(N2CCCCC2)n1	20	-4	19	0.9	-2	0.8	1	-4	0.9	1
COc1ccc(-c2c/c(=N\c3nc(-c4ccccc4)c(C)s3)c3ccccc3o2)cc1O	18	16	-2	0.9	16	0.8	1.1	-5	0.8	0.8
CC1(C)SC(=S)N(NC(=O)Nc2cccc3ccccc23)C1N(O)C(=O)Nc1ccccc1 (stereo unspecified)	16	-3	-2	0.9	0	0.8	1.1	-1	1	1
CCCCN(c1ccc(C(=O)OC)cc1)S(=O)(=O)c1ccccc1	12	-3	-1	0.9	-3	0.9	1	1	0.9	1
O=C(c1nc2ccccn2c1CNCCCn1ncc2ccccc21)N1CCOCC1	0	-13	1	1	-6	1	1	-1	1	1.1

Exported bar-delimited: 11 of the compounds above.
SMILES | Diaph inh CS | TNAP inh noacc | G6PDH counter | PMI act hi M6P | TNAP inh hiacc | Diaph act CS | FLuc stim CS | HMGR II inh | PMI act | TNAP act hiacc
COc1ccc(C(=O)N=c2sc3ccccc3n2C)cc1OC | 5 | -8 | 8 | 1 | -7 | 1 | 0.9 | -3 | 0.9 | 1.1
C=CCNC(=O)/C(C#N)=C/c1ccc(OS(=O)(=O)c2ccc(C)cc2)c(OC)c1 | 20 | -3 | -6 | 0.9 | -5 | 0.8 | 1.1 | 1 | 0.9 | 1.1
Cc1ccc(CSc2nnc(-c3ccncc3)o2)c(C)c1 | 4 | -9 | -9 | 1 | -2 | 1 | 1 | 1 | 1 | 1
C(=N\N1CCN(c2ccccn2)CC1)/c1ccco1 | 5 | 24 | 4 | 0.6 | -1 | 1 | 0.9 | 3 | 0.9 | 1
Oc1ccc(CNc2ccccc2O)cc1 | 26 | 14 | 45 | 0.8 | 9 | 0.7 | 1 | -4 | 0.8 | 0.9
COc1ccc(-c2noc(CN(C(=O)c3c(-c4ccccc4Cl)noc3C)C(C)C)n2)cc1 | 31 | -4 | 10 | 0.8 | -5 | 0.7 | 1 | -3 | 0.7 | 1.1
O=C(c1cnn2c(C(F)(F)F)cc(-c3ccco3)nc12)N1CCCc2ccccc21 | 25 | -5 | -2 | 0.9 | -1 | 0.8 | 1.1 | -1 | 0.9 | 1
CNc1nc(OCC#N)nc(N2CCCCC2)n1 | 20 | -4 | 19 | 0.9 | -2 | 0.8 | 1 | -4 | 0.9 | 1
COc1ccc(-c2c/c(=N\c3nc(-c4ccccc4)c(C)s3)c3ccccc3o2)cc1O | 18 | 16 | -2 | 0.9 | 16 | 0.8 | 1.1 | -5 | 0.8 | 0.8
CC1(C)SC(=S)N(NC(=O)Nc2cccc3ccccc23)C1N(O)C(=O)Nc1ccccc1 (stereo unspecified) | 16 | -3 | -2 | 0.9 | 0 | 0.8 | 1.1 | -1 | 1 | 1
CCCCN(c1ccc(C(=O)OC)cc1)S(=O)(=O)c1ccccc1 | 12 | -3 | -1 | 0.9 | -3 | 0.9 | 1 | 1 | 0.9 | 1

(list continues)
SMILES	Diaph inh CS	TNAP inh noacc	G6PDH counter	PMI act hi M6P	TNAP inh hiacc	Diaph act CS	FLuc stim CS	HMGR II inh	PMI act	TNAP act hiacc
CC(C)OCCCNC(=O)Cc1ccc(F)cc1	-5	-10	2	0.9	-4	1	1.1	-2	1	1
Cc1ccc(C)c(OCC(O)CN2CCC(C)CC2)c1C (stereo unspecified)	14	-11	-3	1	-6	0.9	1.1	3	1	1.1
Cc1[nH]c2ccccc2c1C(c1ccncc1)N1CCN(c2ccc(F)cc2)CC1 (stereo unspecified)	19	-5	1	0.9	-4	0.8	1	-1	0.9	1
O=[N+]([O-])C(/C=C(\Cl)[N+](=O)[O-])=C1N(Cc2ccc(Cl)nc2)CCN1Cc1ccc(Cl)nc1	7	21	7	0.8	22	0.9	1	13*	0.8	0.8
C=CCc1cccc(CNc2ccc(Br)cc2)c1O	17	-9	0	0.9	0	0.8	1	0	0.8	1
CCc1cc2c(=O)nc3n(c2s1)Cc1ccccc1/C3=C(/O)c1cccc([N+](=O)[O-])c1	23	4	4	1.6	1	0.8	0.9	-2	1.4	1
Cn1c(=O)[nH]c(=O)c2c1nc(N1CCOCC1)n2CCc1ccccc1	4	-10	4	1	-8	1	1.1	-5	1	1.1
CS(=O)(=O)N1CCC(C(=O)Nc2ccc(C(F)(F)F)cc2)CC1	8	-11	1	1.1	1	0.9	1.1	-1	1.1	1
Cc1nc(N2CCN(Cc3ccccc3)CC2)[nH]c(=O)c1C	-14	4	11	1	-5	1.1	1	/	1	1
Cc1ccc(NC(=O)c2ccc3ccccc3n2)cc1S(=O)(=O)N(C)C	20	-15	-4	1.1	-5	0.8	0.8	-10	1	1
N#Cc1ccc(-c2ccco2)nc1SCC(=O)c1ccc(Cl)cc1	30	-3	8	1.6	10	0.7	1	-1	1.3	0.9
CCN(Cc1ccccc1)C(=O)CS(=O)(=O)c1ccccc1	6	-12	12	0.9	-7	0.9	1	0	0.9	1.1
O=C(CSc1ccc(-c2ccc(F)cc2)nn1)N1CCCc2ccccc21	21	-11	10	0.9	0	0.8	1	-5	0.8	1
CCOC(=O)c1c(NC(=O)CSc2nnc(CNc3ccc(Cl)cc3)o2)sc(C)c1C	31	-4	2	0.8	-2	0.7	1.1	1	0.8	1
COc1ccc(-c2noc(=O)n2CC(=O)N2CCC(Cc3ccccc3)CC2)cc1	30	-8	-1	0.9	-3	0.7	1	-4	0.9	1
Cc1ccc(OCc2n[nH]c(=S)n2Cc2ccccc2)cc1	12	10	13	0.9	-2	0.9	1.1	0	0.9	1
CC(C)CC(N=Cc1c(O)c2ccccc2oc1=O)C(=O)O (stereo unspecified)	7	12	4	1.1	2	0.9	1	2	1.2	1
Cc1cccc(CCNC(=O)C2CCC(CNS(=O)(=O)c3cccs3)CC2)c1 (stereo unspecified)	-2	0	2	1.1	-2	1	1.1	1	1.1	1
CC1(C)NC(=O)N(CC(O)CN2CCCC2)C1=O (stereo unspecified)	6	-6	8	0.9	0	0.9	1.1	-3	0.9	1
Cc1cccc(CSc2ncnc3c2cnn3Cc2ccccc2)c1	24	-6	6	0.9	-7	0.8	1.1	-4	0.8	1.1
OC(COC(c1ccccc1)c1ccccc1)CN1CCOCC1 (stereo unspecified)	1	-2	0	1.1	-1	1	1	-1	1.1	1
